Bioassay records as filed in PubChem BioAssay.
HTR5A ag ctr: HTR5A agonism, opioid heterodimer counter-screen; AID 504692; activation, % at 9.3 µM; P47898; 340,000 compounds, 0.61% hits; HTR5A agonist assay, luminescence, cell-based; in the data active = activation mostly above about 9.5%, no sharp cut-off; inactive = mostly below about 7.6%;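 note: 0% = cells with vehicle only and 100% = reference agonist; strong numbers were not always called active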
HTR5A inv ctr: counter-screen for OPRM1-OPRD1 inverse agonists: human HTR5A inverse agonism | HTR5A cell line, luminescence | inhibition, % at 9.3 µM | P47898 | AID 504634 | 340,000 compounds, 0.083% hits; in the data active = inhibition mostly above about 23%, no sharp cut-off; inactive = mostly below about 18%;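 note: 0% = cells with DMSO and 100% = no-cell wells with DMSO; some compounds called inactive have numbers as strong as hits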
AddAB inh: less growth of phage-infected E. coli with AddAB; 330,000 compounds, 0.29% hits; E. coli expressing H. pylori AddAB, absorbance growth; inhibition, % at 11.9 µM; in the data active = inhibition above about 12%;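 note: 0% = vehicle wells of infected cells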
SUMO Mot1 rescue: inhibitors of SUMOylation pathway: yeast Mot1-301 growth rescue | S. cerevisiae Mot1-301 growth rescue, ATP luminescence, 38.5C; percent above DMSO median, 100 means doubled | growth rescue, % at 18.8 µM | 320,000 compounds, 1% hits | AID 2716;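 active = every valid replicate shows activation above 250% relative to neutral control wells; inactive = the rest, any valid replicate at or below 250%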;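 note: OY570 slx delta 5 strain wells were the positive control but not used for scaling; some compounds called inactive have numbers as strong as hits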
PfHsp90 yeast 2: growth inhibition of yeast expressing Plasmodium Hsp90 | S. cerevisiae expressing PfHsp90, BacTiter-Glo ATP, 48 h; yeast lacking PDR1 and PDR3 efflux regulators | inhibition, % at 9.4 µM | 310,000 compounds, 0.32% hits;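 active = every replicate shows inhibition above about 80%, whatever the replicate mean, limit read from the data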;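 note: 0% = DMSO neutral controls and 100% = 20 µM radicicol positive controls; yeast relying on Plasmodium falciparum Hsp90 in place of its own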
phage Ecoli inh: E. coli growth loss with phage present; inhibition, % at 11.9 µM; 360,000 compounds, 0.26% hits; growth absorbance; in the data active = inhibition above about 11%
OPRM1-OPRD1 inv: mu-delta opioid heterodimer inverse agonism. AID 504357. inhibition, % at 9.3 µM. 340,000 compounds, 0.21% hits. P35372+P41143. cell-based MOR-DOR heterodimer luminescence; in the data active = inhibition above about 22%, passing the limit was not always enough;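 note: 0% = cells with DMSO and 100% = wells without cells with DMSO; values of inactives mirror those of a sister screen read the other way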
DSG3 Ab inh: blocks pemphigus antibody binding to human desmoglein-3; DSG3-coupled beads, scFv-anti-DSG3-GFP binding, flow cytometry; active compounds read low; binding (percent of control), % at 10 µM; 310,000 compounds, 0.48% hits; AID 588358;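 active = binding more than 3 SD below its plate's average and above zero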;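 note: hits lower antibody fragment binding to DSG3; some compounds called inactive have numbers as strong as hits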
Target sequence (P32926 whole entry, looked up, the tested form may be a part): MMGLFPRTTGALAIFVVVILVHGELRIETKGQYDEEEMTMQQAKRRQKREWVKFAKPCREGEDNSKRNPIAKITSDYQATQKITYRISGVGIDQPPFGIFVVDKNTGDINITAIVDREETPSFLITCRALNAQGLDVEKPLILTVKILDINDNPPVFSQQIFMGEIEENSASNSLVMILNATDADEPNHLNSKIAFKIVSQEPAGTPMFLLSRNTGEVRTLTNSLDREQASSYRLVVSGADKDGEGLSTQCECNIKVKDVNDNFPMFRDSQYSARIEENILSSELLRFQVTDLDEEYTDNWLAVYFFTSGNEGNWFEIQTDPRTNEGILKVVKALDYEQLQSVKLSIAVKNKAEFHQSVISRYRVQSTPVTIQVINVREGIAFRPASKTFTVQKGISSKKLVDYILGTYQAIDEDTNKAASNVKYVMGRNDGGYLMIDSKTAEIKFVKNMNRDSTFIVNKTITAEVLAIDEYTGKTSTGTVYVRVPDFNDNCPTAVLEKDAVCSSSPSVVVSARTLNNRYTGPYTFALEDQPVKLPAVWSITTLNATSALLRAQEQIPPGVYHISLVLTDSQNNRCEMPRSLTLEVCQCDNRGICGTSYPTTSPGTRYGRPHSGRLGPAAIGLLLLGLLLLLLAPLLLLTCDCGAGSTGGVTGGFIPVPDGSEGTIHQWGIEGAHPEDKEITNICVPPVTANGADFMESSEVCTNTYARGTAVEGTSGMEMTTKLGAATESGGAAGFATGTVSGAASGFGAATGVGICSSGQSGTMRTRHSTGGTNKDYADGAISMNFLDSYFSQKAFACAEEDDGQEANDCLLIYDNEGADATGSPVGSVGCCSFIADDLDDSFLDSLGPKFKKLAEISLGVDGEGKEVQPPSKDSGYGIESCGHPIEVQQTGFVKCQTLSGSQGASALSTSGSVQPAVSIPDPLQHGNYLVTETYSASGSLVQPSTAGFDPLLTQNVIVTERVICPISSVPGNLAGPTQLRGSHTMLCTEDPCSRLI
Ecoli viability: counter-screen for AddAB inhibitors: E. coli growth inhibition; E. coli V3065 growth, OD600 absorbance, 18 h; AID 449728; inhibition, % at 11.9 µM; 330,000 compounds, 0.27% hits;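 active = inhibition above the campaign's mean inhibition across all tested compounds plus 3 SD, cut at about 9.9% in these data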;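 note: uninfected addAB+ strain grown without phage in ampicillin broth; 0% = DMSO wells and 100% = ciprofloxacin 0.95 µg/ml wells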
PKA-R1A act: activates the PKA-R1A holoenzyme complex; P00514+P68181; PKA-R1A dissociation, Cy5-IP20 fluorescence polarization; scaled: DMSO 0%, 113 µM cGMP 100%; 340,000 compounds, 0.083% hits; activation, % at 11.4 µM; AID 504707;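 active = percent activation above the mean of all tested compounds plus 3 SD, cut at about 19% in these data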;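 note: higher means more PKAc released from R1A so a rise in polarization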
MOR-DOR ag: OPRM1-OPRD1 heterodimerization agonism; cells, luminescence; activation, % at 9.3 µM; 340,000 compounds, 0.3% hits; AID 504326; in the data active = activation above about 18%;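 note: 0% = vehicle-treated cells and 100% = reference agonist; values of inactives mirror those of a sister screen read the other way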
Active calls of the source: *; / = not tested or not shown.

Preview:
SMILES	HTR5A ag ctr	HTR5A inv ctr	AddAB inh	SUMO Mot1 rescue	PfHsp90 yeast 2	phage Ecoli inh	OPRM1-OPRD1 inv	DSG3 Ab inh	Ecoli viability	PKA-R1A act	MOR-DOR ag
COc1ccc(CNC(=O)Oc2ccccc2)cc1Cl	-0.9	10.3	0.1	-5.1	42.4	3.7	-1.6	104.8	-1.9	-3.6	0.3
CC(=O)NNc1nc(-c2ccc(NC(C)=O)cc2)cs1	-2.0	5.2	1.6	/	-0.5	1.7	10.1	97.8	-2.9	-4.8	-2.0

All compounds of this part, from the start:
SMILES	HTR5A ag ctr	HTR5A inv ctr	AddAB inh	SUMO Mot1 rescue	PfHsp90 yeast 2	phage Ecoli inh	OPRM1-OPRD1 inv	DSG3 Ab inh	Ecoli viability	PKA-R1A act	MOR-DOR ag
COc1ccc(CNC(=O)Oc2ccccc2)cc1Cl	-0.9	10.3	0.1	-5.1	42.4	3.7	-1.6	104.8	-1.9	-3.6	0.3
CC(=O)NNc1nc(-c2ccc(NC(C)=O)cc2)cs1	-2.0	5.2	1.6	/	-0.5	1.7	10.1	97.8	-2.9	-4.8	-2.0
O=S(=O)(c1ccccc1F)N(Cc1ccco1)Cc1nnc(-c2ccccc2Br)o1	-2.7	6.9	/	/	-16.7	0.6	14.6	132.7	/	-2.4	-2.9
O=C(Nc1nc(-c2ccccc2)c(-c2ccccc2)s1)c1ccc(S(=O)(=O)N2CCCC2)cc1	1.2	2.9	0.2	-12.9	-6.6	2.0	2.7	82.3*	-3.1	-1.5	-0.5
CCC(C)[C@H]1COCCS(=O)(=O)N1Cc1ccc(Br)cc1 (stereo not given in full)	1.5	-6.0	0.7	-18.3	13.3	1.8	-11.9	102.8	-0.7	-7.7	2.1
COc1cccc(CN2CCNC(=O)C2CC(=O)NCCc2cccc(C)n2)c1OC (stereo not given)	-2.4	-5.8	-0.9	-2.6	-13.0	2.4	8.1	102.2	-1.5	-1.6	-1.2
Cc1ccc2c(c1)[nH]c1c(N3CCN(Cc4ccccc4)CC3)ncnc12	4.5	-7.9	3.1	0.3	-9.7	0.5	-15.8	121.6	2.0	-3.3	2.7
O=c1c2ccccc2nc(-c2ccccc2)n1Cc1ccco1	8.2	-22.5	1.1	-13.8	1.0	3.0	8.7	99.8	1.3	-7.4	-2.0
O=C(c1ccco1)N1CCN(S(=O)(=O)c2cccc(Cl)c2)CC1	-0.5	2.0	0.7	-3.3	-12.5	-1.8	8.0	110.0	1.2	3.6	-1.7
O=C(CSCc1ccc(Br)cc1)NC1CC1	2.5	-13.0	-1.2	12.3	/	2.7	5.8	110.5	0.2	7.6	-1.1
O=C(Cn1ncc2c(=O)oc3ccccc3c21)NCCCN1CCCC1=O	-2.3	6.0	3.1	2.7	13.1	1.7	10.4	108.3	1.2	-12.0	-2.1
CN(C)S(=O)(=O)c1ccc(Cl)c(NC(=O)CN2C(=O)NC(C)(C3CC3)C2=O)c1 (stereo not given)	-0.6	2.0	1.0	651.1*	-9.0	1.2	18.0	105.0	1.0	-2.0	-3.4
CCOC(=O)c1cnc2c(C#N)c(C)nn2c1-c1ccccc1	1.6	6.9	1.7	45.9	9.5	1.4	10.1	100.2	1.3	-6.5	-1.8
Cn1c(N)c(C(=O)COC(=O)c2ncc(Cl)c(Cl)c2Cl)c(=O)n(C)c1=O	-5.7	-14.2	0.2	-2.3	12.2	5.0	14.9	92.4	-1.8	-1.2	-2.9
COc1cccc(NC(=O)NCc2ccccc2F)c1	3.1	6.6	2.7	9.2	-2.5	3.2	11.0	88.3	0.3	-3.0	-2.4
CCOc1cc(/C=N/Nc2cc(C)nc(-n3nc(C)cc3C)n2)ccc1O	-17.5	42.8	-0.2	-3.3	-25.4	-1.2	-22.6	100.1	-1.8	-4.9	4.4
Cc1[nH]c2ccccc2c1CN1CCC(Cc2ccccc2)CC1	-0.1	14.2	-1.7	12.0	6.9	2.0	-12.6	90.2	-1.3	6.8	2.8
CCOc1ccc(CN(C)C(=O)CCN2C(=O)c3ccccc3C2=O)cc1OC	0.8	-4.8	5.3	63.9	7.0	1.2	9.9	/	-0.4	-8.3	-1.6
COc1cc(CCC(=O)OCC(=O)Nc2nc(C)c(Cl)cc2Cl)cc(OC)c1OC	2.9	-7.5	0.3	99.5	4.3	2.8	12.3	82.0	0.9	-6.8	-2.2
CCOC(=O)c1cnc(Cc2ccccc2)[nH]c1=O	-1.5	5.6	-1.5	-4.9	-10.9	2.1	12.7	102.6	-0.8	2.1	-2.7
Cc1ccc(C(=O)c2ccc(N3CCN(C)CC3)c([N+](=O)[O-])c2)cc1	-4.7	-9.2	2.2	131.3	-9.8	3.2	6.0	/	0.7	-12.4	-1.2
COc1ccc(CCNS(=O)(=O)c2ccc(-n3cnnn3)cc2)cc1OC	1.5	-4.0	2.7	9.6	23.6	0.1	11.6	100.1	-2.0	-5.0	-2.2
CC1=C(C(=O)Nc2ccccc2)C(c2ccncc2)C(C#N)=C(SCC(=O)NC2CC2)N1 (stereo not given)	-4.8	13.3	2.4	-5.2	23.5	1.7	14.3	100.3	2.0	-16.8	-2.5
COc1ccc(Cn2nnnc2C(c2ccc3ncccc3c2)N2CCN(C3CCCCC3)CC2)cc1 (stereo not given)	-1.2	-16.4	2.1	-18.2	11.1	2.0	-2.7	97.4	2.0	0.1	0.6
CN(C)C(=O)CSc1nc(SCC(=O)N(C)C)n(-c2ccccc2)n1	2.2	-5.2	0.2	7.2	-25.7	-2.0	-12.4	97.2	-2.0	11.4	2.1
O=C(CC1NCCNC1=O)OCCCc1ccccc1 (stereo not given)	17.5	-49.0	-0.6	-10.0	18.7	1.8	16.9	101.3	-3.3	-1.8	-3.3
c1ccc2[nH]c(-c3cnco3)cc2c1	0.0	-0.2	3.3	10.3	3.1	1.8	9.6	96.6	2.7	2.0	-2.0
CCCCC(=O)Nc1ccc(NC(=O)c2ccc([N+](=O)[O-])cc2Cl)cc1OC	5.8	-19.7	2.2	-8.5	22.6	2.7	-30.1	110.1	-1.0	-9.4	5.3
CCNc1nc(NCC)n2c(SCC(=O)Nc3ccc(CC)cc3)nnc2n1	-6.3	-14.2	-2.0	5.8	-5.7	/	15.5	93.5	2.6	-3.8	-2.4
O=C1CCC(=O)c2oc3ccccc3c2N1	10.8	-26.2	-0.3	0.7	9.6	2.5	15.8	102.8	1.2	-2.4	-3.2
Cc1ccc(C)n1CCN1CCN(C(=O)CSc2nc3ccccc3nc2N2CCOCC2)CC1	-6.3	13.9	2.1	9.8	/	2.1	17.0	108.8	-4.2	-5.5	-3.4
O=C(NCCC1=CCCCC1)C(=O)NCC(c1ccco1)N1CCN(c2ccc(F)cc2)CC1 (stereo not given)	-0.4	-6.8	0.0	8.3	31.1	2.8	18.3	110.3	-0.3	2.4	-3.4
COc1ccc(N(CC(O)Cn2c(C)nc3ccccc32)S(=O)(=O)c2ccc(C)cc2)cc1 (stereo not given)	0.1	14.5	3.4	4.0	18.7	4.2	-12.4	/	-3.0	-5.0	2.4
NC(=O)C1=C(N)c2ccccc2C1c1ccccc1 (stereo not given)	-2.6	9.8	/	/	-1.7	3.2	5.2	102.1	/	2.9	-1.2
CC(C)N(CCCNC(=O)c1nn(C)c2c1CS(=O)(=O)c1ccccc1-2)Cc1ccccc1	2.0	12.9	1.5	-10.7	-26.0	0.9	-3.3	108.7	-0.3	-5.4	0.7
C[N+](C)(CCOc1ccccc1)Cc1ccccc1 (tested in a mixture with another compound)	5.6	8.0	0.7	-11.5	0.3	1.1	-39.7	/	1.3	-2.5	7.4
O=C(CCn1nc(-c2ccc(Cl)cc2)ccc1=O)NCCCN1CCCCCC1	0.1	-17.9	-1.3	/	3.5	1.7	4.2	111.1	-1.3	0.2	-0.7
Cc1cc(NC(=O)c2ccco2)sc1C	-1.0	15.7	1.8	-20.4	32.9	1.8	12.3	99.8	-0.5	-8.5	-3.1
C/C(=N/NC(=O)C1COc2ccccc2O1)c1ccc(Br)s1 (stereo not given)	2.8	1.1	-0.3	-4.8	-13.7	0.6	7.8	114.2	0.2	-8.9	-1.5
CC(c1ccccc1)N(C)CC(=O)NC(=O)NCCC1=CCCCC1 (stereo not given)	5.8	-14.1	0.1	28.3	-3.3	0.4	-24.4	98.8	-1.8	-21.2	6.0
C/C(=N\NC(=S)NC(C)C)c1ccc(C(C)(C)C)cc1	6.6	-18.2	-0.1	-5.3	-0.3	5.4	-13.4	94.7	0.0	-7.6	2.9
CCOc1ccc(N2CC(C(=O)NCCC3=CCCCC3)CC2=O)cc1 (stereo not given)	-2.2	0.3	-0.3	-4.2	15.2	2.2	-6.7	101.1	-0.3	1.0	1.1
COc1cc(/C=N/N=C2\CC3CCC2(C)C3(C)C)ccc1O (stereo not given)	-2.6	12.2	-0.2	145.0	-23.2	3.2	-6.6	92.0	-0.4	-11.9	1.2
COc1ccc(CCN(C)C(=O)c2ccc(S(=O)(=O)Nc3ccccc3F)cc2)cc1OC	-0.6	1.4	-0.1	-16.8	-9.5	-0.6	9.9	/	-0.4	0.3	-1.9
COC(=O)C1=C(C)NC(C)=C(C(=O)OCC2CCCO2)C1c1cccc(Br)c1 (stereo not given)	1.4	3.7	-1.1	-21.2	-1.8	2.5	1.7	102.1	1.3	-6.6	-0.2

Part of the list above in order of heavy-atom count, low to high.
SMILES	HTR5A ag ctr	HTR5A inv ctr	AddAB inh	SUMO Mot1 rescue	PfHsp90 yeast 2	phage Ecoli inh	OPRM1-OPRD1 inv	DSG3 Ab inh	Ecoli viability	PKA-R1A act	MOR-DOR ag
Cc1cc(NC(=O)c2ccco2)sc1C	-1.0	15.7	1.8	-20.4	32.9	1.8	12.3	99.8	-0.5	-8.5	-3.1
CN(C)C(=O)CSc1nc(SCC(=O)N(C)C)n(-c2ccccc2)n1	2.2	-5.2	0.2	7.2	-25.7	-2.0	-12.4	97.2	-2.0	11.4	2.1
Cc1ccc2c(c1)[nH]c1c(N3CCN(Cc4ccccc4)CC3)ncnc12	4.5	-7.9	3.1	0.3	-9.7	0.5	-15.8	121.6	2.0	-3.3	2.7

Further entries.
SMILES	HTR5A ag ctr	HTR5A inv ctr	AddAB inh	SUMO Mot1 rescue	PfHsp90 yeast 2	phage Ecoli inh	OPRM1-OPRD1 inv	DSG3 Ab inh	Ecoli viability	PKA-R1A act	MOR-DOR ag
O=C(NN1C(=O)c2ccccc2NC1c1ccco1)c1ccccc1 (stereo not given)	-7.4	4.4	0.2	153.4	-4.4	4.1	-4.0	111.1	1.2	-4.4	0.7
O=C(Cn1c(=O)n(Cc2ccco2)c(=O)c2ccccc21)Nc1cccc(Cl)c1	6.5	-19.3	3.0	6.0	13.3	2.7	-32.4	107.7	-0.8	16.4	6.4
CN(C)S(=O)(=O)c1ccc(C(=O)OCC(=O)NCc2ccccc2)cc1	-3.1	8.5	0.3	-14.5	20.2	-0.1	-35.4	96.9	-1.6	6.5	6.8
C=CCNC(=O)c1onc(CSc2ccc(F)cc2)c1C(=O)NCCOC	-3.5	6.7	0.6	6.2	7.4	3.7	11.7	100.1	-0.3	1.5	-2.0
CCN(CC)c1ccc(NC(=O)C2CCC(CNc3c(N4CCCC4)c(=O)c3=O)CC2)c(C)c1 (stereo not given)	-2.6	-40.6	1.4	6.6	-0.1	0.3	14.0	96.6	2.4	-7.3	-2.6
